ERAP1 inh: blocks human ERAP1 aminopeptidase activity. Q9NZ08. recombinant ERAP1, Leu-AMC fluorescence, 60 min. inhibition, % at 10.7 µM. 340,000 compounds, 0.15% hits;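 active means mean replicate inhibition of at least 30%, or all replicates individually reaching that 30% level; inactive means mean below 30% and not every replicate reaching it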;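 further: 0% = neutral control wells and 100% = L-leucinethiol positive control wells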
INS-1E GSIS act: primary screen for activators of insulin secretion dependent on glucose, INS-1E cells, GLuc reporter luminescence | INS-1E GLuc reporter insulin secretion, 2-3 h | activation, % at 16.6 µM | 370,000 compounds, 0.61% hits;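 active means lowest replicate activation of at least 40%, so every replicate reaches that level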;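 further: 0% = median of neutral control wells and 100% = median of IBMX positive control wells; some compounds called inactive have numbers as strong as hits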
F508del corr: CFTR F508del correction in bronchial cells; CFBE cells, YFP halide quenching; stimulated with forskolin plus potentiator P3; % fluorescence drop versus neutral controls; activity (quench increase), % at 7.58 µM; 350,000 compounds, 0.36% hits;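 active means mean added fluorescence quench of at least 8% versus neutral control, with both replicates also reaching 8%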;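 further: cells transiently co-express mutant CFTR-F508del with the halide-sensitive YFP; corrector assay measuring rescue of mutant channel to the surface after 24 h compound exposure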
ARNT TACC3 PPI: ARNT/TACC3 interaction disruption | 390,000 compounds, 0.66% hits | inhibition, % at 9.99 µM | Q9Y6A5 | AlphaScreen His-ARNT PAS-B/GST-TACC3 binding, luminescence; TACC3 fragment carries E629A point mutation;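 active means mean inhibition of replicates at least 50% and at least half of replicates each reaching 50%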;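 further: 0% = complete ARNT plus TACC3 wells and 100% = ARNT alone without TACC3; many hits fall short of the cut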
esBAF inh: blocks esBAF chromatin remodeling in mouse ES cells. Bmi1-luciferase knock-in reporter, 24 h; 100% = twice the neutral-well signal. 350,000 compounds, 2% hits. reporter increase, % at 12.5 µM; in the data active means activation above about 40%;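 further: 0% = median of the plate's neutral control wells and 100% = double that signal; a rise in the Bmi1 reporter signal indicates esBAF inhibition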
RAD54 inh: blocks human RAD54 Holliday junction branch migration. FAM/BHQ fluorescence. inhibition, % at 10.4 µM. 360,000 compounds, 0.14% hits;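 active means mean normalized replicate activity at least 40 and at least half of replicates scoring 40 or more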;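 further: 0% = median of neutral control wells and 100% = median of positive control wells; inhibitors cause a drop in the FAM fluorescence signal; in these data hits start at about 50%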
Target sequence (Q92698 whole entry, looked up): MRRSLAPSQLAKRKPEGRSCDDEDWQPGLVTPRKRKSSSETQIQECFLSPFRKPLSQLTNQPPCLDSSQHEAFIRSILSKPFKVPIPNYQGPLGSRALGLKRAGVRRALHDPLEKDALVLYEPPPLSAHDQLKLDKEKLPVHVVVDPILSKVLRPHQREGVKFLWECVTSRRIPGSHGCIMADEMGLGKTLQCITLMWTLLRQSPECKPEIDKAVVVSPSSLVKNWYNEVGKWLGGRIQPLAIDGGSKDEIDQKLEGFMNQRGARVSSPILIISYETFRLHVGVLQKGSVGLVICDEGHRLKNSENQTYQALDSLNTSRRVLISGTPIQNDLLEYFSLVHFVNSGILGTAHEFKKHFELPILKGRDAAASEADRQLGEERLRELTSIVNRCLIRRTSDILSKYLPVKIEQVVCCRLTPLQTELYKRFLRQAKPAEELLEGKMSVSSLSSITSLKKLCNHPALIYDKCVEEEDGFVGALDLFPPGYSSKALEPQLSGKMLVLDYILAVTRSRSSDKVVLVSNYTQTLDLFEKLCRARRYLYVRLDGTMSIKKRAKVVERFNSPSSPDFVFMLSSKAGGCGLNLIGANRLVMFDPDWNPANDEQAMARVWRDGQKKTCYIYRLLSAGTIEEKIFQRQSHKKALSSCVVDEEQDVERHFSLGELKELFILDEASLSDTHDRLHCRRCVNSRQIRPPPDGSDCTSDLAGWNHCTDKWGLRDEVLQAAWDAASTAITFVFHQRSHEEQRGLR
RAD52 anneal inh: RAD52 (human) annealing inhibition | P43351 | recombinant RAD52 DNA annealing, FRET fluorescence | inhibition, % at 18.7 µM | 360,000 compounds, 0.46% hits | AID 651710;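 active means every replicate showing at least 50% inhibition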
Xi reactivation: activators of X-chromosome reactivation in mouse fibroblasts; XiGFP mouse fibroblasts, % GFP-positive cells imaging, 3 d; cells co-treated with 5-aza-dC sensitizer; scaled so ellipticine positive control = 100%; activation, % at 7.58 µM; 360,000 compounds, 0.055% hits; AID 743238;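 active means mean normalized replicate activation at least 10% and every replicate at or above 10%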;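 further: 0% = median of on-plate neutral control wells and 100% = ellipticine 6 µM median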
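Material: SV40-immortalized XiGFP fibroblast cells, line 68-5-11 | Buffer or medium: DMEM containing 5-aza-dC | Dosing: One concentration, pinned | Times: 3 d treatment, 15 min room-temperature fixation | Controls: Ellipticine 6 µM positive control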
Active calls of the source: *; · = not tested or not shown.

SMILES | ERAP1 inh | INS-1E GSIS act | F508del corr | ARNT TACC3 PPI | esBAF inh | RAD54 inh | RAD52 anneal inh | Xi reactivation
CSc1nc2ccc(NC(=O)COc3ccccc3F)cc2s1 | 2 | 9 | 0.7 | -15 | 25 | -11 | -27 | 0.2
COc1cccc(N2CCN(c3ccc4nnc(CCC(=O)Nc5ccccn5)n4n3)CC2)c1 | 0 | -7 | 0.5 | 9 | -6 | -11 | 1 | 0.1
FC(F)(F)c1cccc(NC(=S)N2CCN(c3ccccn3)CC2)c1 | -4 | -4 | 0.4 | · | · | · | 4 | 0.1
COc1ccc(-c2ccc3c(c2)O[C@H](CN(C)C(=O)Nc2ccccc2F)[C@@H](C)CN([C@@H](C)CO)S3(=O)=O)cc1 | -2 | -10 | 3.6 | 12 | -3 | -17 | 7 | -0.9
CC(C)CC#Cc1cnc2c(c1)C(=O)N([C@H](C)CO)C[C@@H](C)[C@@H](CN(C)C(=O)Cc1cccnc1)O2 | -1 | 4 | -0.3 | -4 | -5 | 1 | -4 | 0.0
COc1ccc(C(=O)Nc2ccc(N3CCOCC3)cc2)cc1S(=O)(=O)N1CCOCC1 | -5 | 25 | 2.2 | -6 | 7 | 8 | -7 | -0.1
C[C@H]1CN([C@@H](C)CO)C(=O)c2c(c3ccccc3n2C)-c2ccccc2CO[C@@H]1CN(C)S(=O)(=O)c1cn(C)cn1 | -5 | -4 | -3.8 | 43 | -3 | -6 | -2 | -0.8
CC(C(c1cccs1)c1c(N)n(C)c(=O)n(C)c1=O)[N+](=O)[O-] (configuration not stated) | 1 | · | -0.5 | 4 | · | · | -4 | 0.1
CCCNC(=O)N1CC2(CN(S(=O)(=O)CC)C2)c2c([nH]c3cc(OC)ccc23)[C@@H]1CO | -7 | -2 | 1.5 | · | · | · | 12 | 0.5
O=C1CC(c2ccccc2)CC(O)=C1C=NCCN1CCN(Cc2ccccc2)CC1 (configuration not stated) | -1 | · | -2.4 | 2 | · | · | -2 | 0.1
CCC(=O)N1CC2(CN(C(=O)Nc3ccccc3F)C2)c2c([nH]c3cc(OC)ccc23)[C@@H]1CO | 1 | 5 | -0.2 | · | · | · | 13 | 0.2
CC1(C(=O)NS(=O)(=O)c2ccc(F)cc2F)CCN1C(=O)C1(c2ccc(Cl)cc2)CC1 (configuration not stated) | 2 | 12 | 0.2 | · | 8 | -4 | -7 | 0.1
O=C(C[C@@H]1CC[C@H](NS(=O)(=O)c2ccc(F)cc2)[C@H](CO)O1)NCc1ccccc1F | 0 | -2 | -0.2 | · | · | · | -4 | -0.3
C[C@@H]1CN([C@@H](C)CO)C(=O)c2cc(C3=CCCCC3)cnc2O[C@@H]1CN(C)C(=O)c1cccnc1 | 0 | -3 | -0.7 | -6 | 3 | 9 | 14 | 0.5
Cc1ccnc(SC2CC(=O)N(c3ccc(Cl)cc3)C2=O)n1 (configuration not stated) | 0 | -4 | -1.6 | -3 | -5 | -5 | -10 | 0.0
C[C@H]1CN([C@@H](C)CO)C(=O)Cc2cc(NC(=O)Nc3ccc4c(c3)OCO4)ccc2O[C@H]1CN(C)CC1CCCCC1 | -2 | -11 | 1.9 | 4 | -5 | 16 | 13 | 0.2
O=C(O)c1ccc(N/N=C/c2cccc(C(F)(F)F)c2)cc1 | -21 | -3 | -9.3 | 1 | 92* | 1 | -11 | -0.1
CC1=CC(=O)CC(C)(C)[C@@]1(O)/C=C/[C@@H](C)O[C@@H]1O[C@H](CO)[C@@H](O)[C@H](O)[C@H]1O | -4 | -2 | 0.8 | -11 | 5 | 10 | -3 | ·
Cc1cc(NC(=O)CS(=O)(=O)Cc2ccccc2)no1 | 1 | 10 | -1.7 | 4 | -8 | · | -8 | 0.2
COc1ccc(CCNC(=O)CCCCCNc2nc(=S)[nH]c3ccccc23)cc1OC | · | 9 | · | -3 | 6 | -4 | · | -0.1
Cc1nc2ccccc2c(C)c1CC(=O)N(C)CC(=O)Nc1cccc(F)c1 | 3 | 1 | 1.5 | 6 | · | · | -4 | 0.0
C[C@@H]1CN([C@@H](C)CO)C(=O)Cc2cc(NS(C)(=O)=O)ccc2O[C@@H]1CN(C)S(=O)(=O)c1cccs1 | 0 | -1 | 0.9 | 7 | 0 | -1 | 2 | -0.6
CCN(CC)CCN1C(=O)C(=O)/C(=C(/O)c2ccc(OC(C)C)cc2)C1c1ccncc1 (configuration not stated) | · | 2 | · | -1 | 0 | -3 | · | ·
Cc1ccccc1CSc1ccc(S(=O)(=O)N2CCCC2)cn1 | -2 | -17 | 2.9 | · | 2 | · | -7 | 0.1
CC(C)CC(=O)Nc1nnc(CCc2ccccc2)s1 | -1 | 20 | 2.7 | 0 | 15 | 0 | -22 | 0.0
More structures:
SMILES | ERAP1 inh | INS-1E GSIS act | F508del corr | ARNT TACC3 PPI | esBAF inh | RAD54 inh | RAD52 anneal inh | Xi reactivation
C[C@H](CO)N1C[C@H](C)[C@H](CN(C)C(=O)C2CCC2)Oc2ncc(C#CC3(O)CCCC3)cc2C1=O | -1 | 5 | 0.6 | 3 | 8 | -8 | 4 | -0.9
CC(C)(C)NC(=O)NC(=O)CN1CCN(Cc2ccccc2)CC1 | -3 | -2 | -1.1 | -13 | · | · | -8 | 0.1
CC1(C)CCc2cc(CN3CCN(c4ccccn4)CC3)ccc2O1 | 0 | -16 | -2.2 | 0 | 6 | -14 | -8 | 0.0
CCOc1ccc(-n2c(=O)c3sccc3n(CC(=O)NCc3ccco3)c2=O)cc1 | · | -9 | · | 1 | -4 | 6 | · | ·
O=c1ccc2cc(S(=O)(=O)N3CCN(c4ccccc4)CC3)ccc2[nH]1 | 6 | 17 | -0.9 | 0 | 2 | -6 | -3 | 0.8
CC(=O)c1cccc(NC(=O)C2C3C=CC(C3=C(c3ccccc3)c3ccccc3)C2C(=O)O)c1 (configuration not stated) | 9 | -15 | -0.9 | -3 | · | 5 | -88 | 0.1
C/C(=N/NS(=O)(=O)c1ccc(Cl)cc1)c1ccncc1 | -2 | -7 | -0.8 | -7 | 0 | -10 | -13 | 0.1
COc1ccc(S(=O)(=O)NCc2cccnc2)cc1NC(=O)c1ccc(Cl)cc1 | 1 | -3 | -0.6 | 3 | 0 | 0 | -21 | 0.0
COc1ccc(CCC(=O)OCC(=O)N(C)c2c(N)n(Cc3ccccc3)c(=O)[nH]c2=O)cc1 | 0 | 16 | 3.0 | -31 | 0 | -7 | -15 | -0.8
O=S(=O)(c1ccccc1)N1CCCc2nc(-c3ccc(Br)cc3)ccc21 | 1 | 10 | -0.5 | · | · | · | -9 | 0.1
C[C@@H]1CCCCO[C@H](CN(C)Cc2ccncc2)[C@H](C)CN([C@@H](C)CO)C(=O)c2cc(NS(C)(=O)=O)ccc2O1 | -1 | 7 | -0.9 | 5 | 2 | -7 | -1 | 0.2
O=C(NCC[C@H]1CC[C@@H](NC(=O)Nc2cc(F)ccc2F)[C@H](CO)O1)Nc1ccc(F)cc1 | 1 | -27 | -1.0 | 2 | 16 | 3 | 17 | 0.0
C[C@H](CO)N1C[C@H](C)[C@H](CN(C)C)Oc2ccc(NC(=O)Nc3ccc4c(c3)OCO4)cc2C1=O | -2 | 9 | -0.5 | -5 | 2 | -1 | 4 | -1.0
Cn1c(=O)c(C(=O)CN2CCCCC2)c(N)n(Cc2ccccc2)c1=O | 0 | 10 | 0.3 | 0 | · | 6 | -16 | 0.0
COc1ccc(NC(=O)CN(C)C(=O)C2=NN(c3ccccc3)C(=O)CC2)cc1 | -1 | 1 | -0.9 | -3 | -7 | -9 | -14 | -0.1
C[C@H](CO)N1C[C@H](C)[C@@H](CN(C)Cc2ccncc2)Oc2ncc(C#CCN(C)C)cc2C1=O | 2 | -4 | -3.4 | -17 | -2 | -9 | 10 | -0.4
O=C(NCc1cccnc1)c1cccc(NC(=O)c2ccco2)c1 | -3 | 5 | · | · | · | 4 | -2 | ·
CCNC(=O)C[C@@H]1CC[C@@H]2[C@H](COC[C@H](O)CN2C(=O)C2CCCC2)O1 | 2 | 12 | -0.4 | 9 | -1 | 2 | -18 | 0.1
O=C1CCCN1CCCNc1ccc2nnc(CCC(=O)N3CCN(c4ccccc4)CC3)n2n1 | -5 | -1 | -0.6 | -1 | -3 | -7 | -2 | 0.0
O=C(CSc1ccccc1)Nc1ccc(S(=O)(=O)Nc2ncccn2)cc1 | 1 | 28 | -1.2 | -4 | 4 | 11 | -12 | 0.0
CC(=O)Nc1ccc(C(=O)OCC(=O)NCc2ccc3c(c2)OCO3)cc1 | 3 | · | 3.9 | -10 | · | 4 | -7 | 0.2
COC(=O)[C@@H]1[C@@H](CO)[C@@H]2Cn3c(ccc(C4=CCCCC4)c3=O)[C@@H]2N1CCC(F)(F)F | 0 | 3 | · | 6 | -1 | -9 | -7 | 0.6
CC1(C)CC(=O)c2sc(NS(=O)(=O)Cc3ccccc3)nc2C1 | · | -4 | · | 22 | 26 | 1 | · | ·
COc1ccc(NC(=O)N(C)C[C@@H]2OCCCC[C@@H](C)Oc3ccc(NS(C)(=O)=O)cc3C(=O)N([C@@H](C)CO)C[C@H]2C)cc1 | 4 | 13 | 2.8 | -15 | -2 | 4 | 8 | 0.5
CN(C)C(C)(C)/C=C/C(O)(c1ccccc1)c1ccccc1 | 4 | 3 | -1.6 | -2 | · | -4 | 4 | 0.0
Continuation:
SMILES | ERAP1 inh | INS-1E GSIS act | F508del corr | ARNT TACC3 PPI | esBAF inh | RAD54 inh | RAD52 anneal inh | Xi reactivation
O=C(CCn1cnc2ccccc21)N/N=C/c1ccccc1O | 3 | 11 | -2.4 | 6 | 52* | -9 | -17 | 0.0
OCCNCCNCc1ccc(-c2ccccc2)cc1 | 0 | 0 | 0.8 | · | · | · | 5 | 0.0
COC(=O)CC(=O)CSc1nc(C)cc(C)c1C#N | · | 5 | · | 4 | 0 | 3 | · | ·
CCOc1cc(N2CCOCC2)c(OCC)cc1NC(=O)C(C)C | -1 | 0 | 0.9 | -4 | -1 | -1 | -9 | 0.0
COc1cc(/C=N/NC(=O)CNc2n[nH]c(=O)[nH]c2=O)ccc1OCc1ccccc1 | · | 7 | 1.2 | -4 | 24 | · | -15 | 0.0
Cc1ccc(S(=O)(=O)N[C@H]2CC[C@@H](CCNC(=O)C3CCC3)O[C@@H]2CO)cc1 | -1 | 13 | -3.9 | -4 | -2 | -3 | -11 | -0.1
Cc1cn(C2OC(COC(=O)c3ccccc3)C(O)C2O)c(=O)[nH]c1=O (configuration not stated) | -1 | 12 | -2.5 | 0 | 4 | 1 | -13 | ·
C[C@H]1CCCCO[C@@H](CN(C)C(=O)Cc2ccccc2)[C@@H](C)CN([C@@H](C)CO)C(=O)c2cc(N(C)C)ccc2O1 | · | -6 | 0.0 | · | -2 | · | · | -0.3
N#C[C@H]1[C@H](c2ccccc2C2=CCCCC2)[C@H](CO)N1C(=O)c1cccc(F)c1 | -1 | -3 | 4.9 | · | · | · | 10 | 0.3
Cc1ccccc1S(=O)(=O)N1CC[C@@H]2[C@H]1c1cc(-c3ccccc3)ccc1N(C)[C@H]2CO | 0 | 13 | -0.2 | 2 | 5 | 11 | -1 | 0.1
C/C=C/c1ccc([C@@H]2[C@@H](CO)N3C(=O)CN(Cc4ccccc4)C[C@@H]23)cc1 | -3 | 18 | -2.3 | · | · | · | 5 | 0.3

Complete entries as entered above. Screens in order: ERAP1 inh	INS-1E GSIS act	F508del corr	ARNT TACC3 PPI	esBAF inh	RAD54 inh	RAD52 anneal inh	Xi reactivation
Listed for OCCNCCNCc1ccc(-c2ccccc2)cc1 → 0	0	0.8	·	·	·	5	0.0
Listed for Cc1ccc(S(=O)(=O)N[C@H]2CC[C@@H](CCNC(=O)C3CCC3)O[C@@H]2CO)cc1 → -1	13	-3.9	-4	-2	-3	-11	-0.1
Listed for N#C[C@H]1[C@H](c2ccccc2C2=CCCCC2)[C@H](CO)N1C(=O)c1cccc(F)c1 → -1	-3	4.9	·	·	·	10	0.3

Source: PubChem
